thrombin 1536 = inhibitors of human thrombin; inhibition, % at 5 µM; P00734; alpha-thrombin, Boc-VPR-AMC fluorogenic substrate cleavage; AID 1046; 220,000 compounds, 0.26% hits;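 active means inhibition at or above 40%; inactive means inhibition below 40%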;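 further: 0% = enzyme with no compound and 100% = wells without enzyme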
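System – human alpha-thrombin · Medium – pH 7.5 Tris (50 mM) with NaCl 150 mM, Tween 20 0.05% · Compound – single-point dosing at 5 µM, 0.2% DMSO · Incubation – enzyme reaction carried out at room temperature · Technique – fluorescence of released AMC, ex 355 nm, em 460 nm · Read-out basis – % inhibition of thrombin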
Cl transport mod = modulates chloride dependent transport by human KCC2 | B-score of Tl+ flux slope (higher = more flux/activation; lower = inhibition) at 10 µM | KCC2 cells, thallium flux FluoZin-2 fluorescence | 190,000 compounds, 2.2% hits | AID 1456 | Q9H2X9;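 active means thallium flux slope and its plate-corrected score both differing from the plate sample mean at a set confidence after two filtering rounds, in either direction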;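 further: slope of fluorescence scaled to starting intensity during 10 to 20 s after thallium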
14-3-3 Bad PPI = disrupts binding of bovine 14-3-3 zeta to phospho-Bad peptide; AID 781; P63103; 220,000 compounds, 0.71% hits; TR-FRET 14-3-3zeta/Dy647-pBad peptide displacement, 1 h; inhibition, % at 21.7 µM;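 active means inhibition above about 70%, limit read from the data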;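 further: 0% = full 14-3-3 plus peptide FRET controls and 100% = background without 14-3-3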
Rad51 HR inh = blocks human Rad51 in homologous recombination | hRad51 DNA strand exchange, fluorescence dequenching | inhibition, % at 10 µM | 200,000 compounds, 0.085% hits;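 active means inhibition above 40% at the single screening dose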;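 further: 0% = DMSO control wells and 100% = blanks with heterologous ssDNA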
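Material: hRad51 filaments on single-stranded DNA; Reagent: Donor/quencher-labelled 47-bp dsDNA substrate; Compound: 10 µM final, single point; Schedule: 37 °C 15-min filament assembly, 30-min compound preincubation, 15-min exchange; Technique: FRET fluorescence, excitation 485 nm, emission 520 nm; Benchmarks: control wells and blank wells on each plate.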
eIF4E-4G inh = eIF4E/eIF4G interaction inhibition in translation initiation; P63073+Q04637; TR-FRET eIF4E-eIF4GI(517-606) binding, 2 h; inhibition, % at 21.7 µM; 220,000 compounds, 0.37% hits; AID 782;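 further: 0% = full FRET control wells and 100% = background wells lacking eIF4GI fragment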
EBV gp42 inh = inhibitors of Epstein-Barr virus glycoprotein 42 | 220,000 compounds, 0.42% hits | Fluorescence polarization binding assay, mP read-out | inhibition, % (tested at 21.74 µM) | AID 1085; in the data active means inhibition above about 50%
Target sequence (Q1HVG2 whole entry, looked up): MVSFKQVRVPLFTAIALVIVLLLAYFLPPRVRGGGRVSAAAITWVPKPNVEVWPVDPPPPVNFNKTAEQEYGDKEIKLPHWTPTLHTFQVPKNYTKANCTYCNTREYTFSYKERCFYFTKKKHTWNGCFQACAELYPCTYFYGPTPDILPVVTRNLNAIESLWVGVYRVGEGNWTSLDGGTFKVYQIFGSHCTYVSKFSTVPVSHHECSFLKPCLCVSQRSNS
p47phox inh = inhibitors of human p47phox binding. p47phox/p22phox peptide binding, fluorescence polarization, 2 h. inhibition, % at 24.7 µM. 220,000 compounds, 0.53% hits. AID 1274;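 further: 0% = p47phox with labelled peptide and 100% = labelled peptide alone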
Furin inhibitor = inhibitors of human furin. P09958. purified furin, fluorogenic substrate cleavage. 220,000 compounds, 0.061% hits. inhibition, % at 30 µM; in the data active means inhibition above about 25%; further: inactives centre near -15
Target sequence (P09958 108-714 limits assumed): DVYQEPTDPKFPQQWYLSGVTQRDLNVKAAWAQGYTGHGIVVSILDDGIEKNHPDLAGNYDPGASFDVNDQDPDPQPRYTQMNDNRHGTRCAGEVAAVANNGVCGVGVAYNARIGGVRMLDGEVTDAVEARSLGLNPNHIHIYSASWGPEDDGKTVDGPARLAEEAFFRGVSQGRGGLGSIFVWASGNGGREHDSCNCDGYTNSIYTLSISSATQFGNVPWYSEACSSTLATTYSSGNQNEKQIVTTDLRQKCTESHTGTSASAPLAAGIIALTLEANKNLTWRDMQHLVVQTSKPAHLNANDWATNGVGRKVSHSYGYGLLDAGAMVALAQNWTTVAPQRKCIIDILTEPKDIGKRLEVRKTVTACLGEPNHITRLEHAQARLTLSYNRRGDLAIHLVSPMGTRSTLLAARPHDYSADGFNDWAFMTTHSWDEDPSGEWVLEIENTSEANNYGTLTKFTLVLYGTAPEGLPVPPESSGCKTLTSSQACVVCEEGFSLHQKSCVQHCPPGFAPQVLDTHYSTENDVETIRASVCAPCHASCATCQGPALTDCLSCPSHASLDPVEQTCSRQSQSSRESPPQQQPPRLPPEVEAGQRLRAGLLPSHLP
KLK5 inh = kallikrein 5 (human) inhibition; recombinant hK5, fluorogenic AMC substrate cleavage; AID 873; inhibition, % at 5 µM; 210,000 compounds, 0.59% hits;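 active means inhibition of 40% or more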;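 further: 0% = enzyme controls without compound and 100% = no-enzyme blanks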
Target sequence (Q9Y337 67-293 limits assumed): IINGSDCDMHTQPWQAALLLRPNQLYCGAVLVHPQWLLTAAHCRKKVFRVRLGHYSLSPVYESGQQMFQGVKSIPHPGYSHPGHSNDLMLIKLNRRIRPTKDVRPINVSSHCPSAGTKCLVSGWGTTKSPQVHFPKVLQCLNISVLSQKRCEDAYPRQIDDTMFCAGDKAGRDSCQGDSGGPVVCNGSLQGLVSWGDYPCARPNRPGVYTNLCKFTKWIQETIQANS
An asterisk follows results filed as active; . = no result given; [ ] = another dose, or the depositor's remark.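 How the source made its calls, unless noted: active means inhibition above about 30% (limit read from the data); inactive means the rest.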 Only part of the results is shown. The share of hits here may be higher or lower than overall.

Start of the data: the first two compounds as a preview:
SMILES	thrombin 1536	Cl transport mod	14-3-3 Bad PPI	Rad51 HR inh	eIF4E-4G inh	EBV gp42 inh	p47phox inh	Furin inhibitor	KLK5 inh
CN1C(=O)C(=Cc2ccc(N3CCOCC3)o2)C(=O)N(C)C1=O	-6	-0.34	-22	-119	4[fluorescence artefact?]	-274	-37	5	10
Cc1nc2cc(C(F)(F)F)ccc2n1C1CCN(Cc2nnnn2CCc2ccccc2)CC1	1	-1.5	0	-6	6	7	-20	-14[20 µM]	-3

This part in full, repeating the preview:
SMILES	thrombin 1536	Cl transport mod	14-3-3 Bad PPI	Rad51 HR inh	eIF4E-4G inh	EBV gp42 inh	p47phox inh	Furin inhibitor	KLK5 inh
CN1C(=O)C(=Cc2ccc(N3CCOCC3)o2)C(=O)N(C)C1=O	-6	-0.34	-22	-119	4[fluorescence artefact?]	-274	-37	5	10
Cc1nc2cc(C(F)(F)F)ccc2n1C1CCN(Cc2nnnn2CCc2ccccc2)CC1	1	-1.5	0	-6	6	7	-20	-14[20 µM]	-3
COc1cc(/C=C/[N+](=O)[O-])ccc1O	1	0.0071	8	4	4	-20	-15	-18	-11
O=C(C1CC(=O)N(C2CCCC2)C1)N1CCC2(CC1)OCCO2 (configuration not stated)	2	0.34	7	-3	2	-2	-7	-7[20 µM]	1
Cc1c(Cl)cccc1NC(=S)N1CC2CC(C1)c1cccc(=O)n1C2 (configuration not stated)	-17	0.4	3	0	-2[fluorescence artefact?]	6	-26	-21	-7
O=C(N/N=C1/CN2CCC1CC2)c1cc2ccccc2cc1O	1	-0.61	-4	-3	-5	-10	-10	-20[20 µM]	-12
O=C(Cc1ccccc1)Oc1ccc(N2C(=O)C3CCCCC3C2=O)cc1 (configuration not stated)	4	2.2	5	3	-2[fluorescence artefact?]	-14	-13	-21[20 µM]	-6
CC(C(=O)Nc1ccc(Br)cc1C(=O)c1ccccc1)N1CCCCC1 (configuration not stated)	-9	-1.2	-1	-36	0	-1	-10	-21[20 µM]	-1
Cc1ccc(/C=C2/C(=O)NC(=O)N(CC3CCCO3)C2=O)s1 (configuration not stated)	-6	-0.3	-3	3	5	3	2	0	-21
CCOC(=O)c1c(/N=C/C2C(=O)NC(=O)NC2=O)sc2c1CCC2	-3	-0.91	-6	-9	3	-137	-25	-15	-2
Cn1c(O)c(/C=N/N2CCCCC2)c(=O)[nH]c1=O	-5	1	0	18	1	-6	-7	-13	-17
O=C1NS(=O)c2cc([N+](=O)[O-])cc([N+](=O)[O-])c21 (configuration not stated)	1	-0.15	4	3	6	-14	-7	-6	-24
Cc1cc(C)c(S(=O)(=O)NCC2CCC(C(=O)N3CCC4(CC3)OCCO4)CC2)c(C)c1 (configuration not stated)	-2	-0.077	18	7	-13	-7	1	-4[20 µM]	-6
Cc1cccc(-n2c(-c3ccc([N+](=O)[O-])cc3)nc3ccccc3c2=O)c1	-8	0.52	3[fluorescence artefact?]	-3	2[fluorescence artefact?]	5	2	-20	-4
CNP1(NC)=Nc2nn(-c3ccccc3)c(N)c2C(c2ccccc2)=N1	-2	0.53	7	-4	1	-9	-10	-19	3
O=c1[nH]c(=O)n(CCC2=CCCCC2)c(O)c1/C=N/Nc1cccc2ccccc12	-6	1.2	-2	-4	1	-10	-49	-17	-3
CCOC(=O)C1SC2(C(F)(F)C(F)F)CC1(O)c1c(c(OC)c3occc3c1OC)O2 (configuration not stated)	-1	.	-3	-2	3	0	4	-14	-4
CCNC(=S)N1CCn2cccc2C1c1cccnc1 (configuration not stated)	24	0.23	-6	4	-7	4	-4	-14	-7
CC(=NCC1CCCO1)c1c(O)n(-c2ccccc2C)c(=O)[nH]c1=O (configuration not stated)	0	1	-8	.	-3	0	5	-12	2
Cc1ccc(-n2c(O)c(C=Nc3ccc(S(N)(=O)=O)cc3)c(=O)[nH]c2=O)cc1	-4	0.42	-7	11	3	-13	8	-3	-3
CN(C)C(Cc1ccccc1)C(=O)c1ccc(-c2ccccc2)cc1 (configuration not stated)	17	-0.6	-7	0	0	-9	-34	-5[20 µM]	98*
C=CCn1c(O)c(C(CC)=Nc2cccc(C(=O)O)c2)c(=O)[nH]c1=O	-2	0.92	-12	.	2	-4	0	-15	1
CC(C)Cn1cc(C(=O)N2CCC3(CC2)OCCO3)c2c3ccccc3n(C)c2c1=O	-3	.	.	5	.	-8	-24	-38	-3
Nc1cc(Cl)c2nonc2c1[N+](=O)[O-]	-7	-0.22	9	-9	-6	0	-15	-12	-6
Cn1c(O)c(C(=N)COc2cccc(Cl)c2)c(=O)n(C)c1=O	-2	.	24[fluorescence artefact?]	2	5[fluorescence artefact?]	-12	3	-8	-26
Nc1c2c(nc3sc4c(c13)CCCCC4)CCCC2	-13	-2	-5[fluorescence artefact?]	10	15	13	5	-12	-9
Cc1ccc(-n2c(O)c(/C=N/NC(=O)c3ccncc3)c(=O)[nH]c2=O)cc1	10	-0.13	-1[fluorescence artefact?]	-21	-5	-82	-54	2	-5
CCSc1nnc(C(N)Cc2ccccc2)o1 (configuration not stated)	0	0.023	23	1	0[fluorescence artefact?]	-11	-2	-10[20 µM]	-6
O=C1CCCN1C(=O)c1cncc(Br)c1	-8	0.19	9	-1	1	1	-4	-12[20 µM]	-1
CCC(=O)OC1(c2ccccc2)C(C)CN(C)CC1C (configuration not stated)	-11	1.5	-6	.	4	-17	0	-21	-4
COc1ccc(C2SCC(=O)Nc3c2c(C)nn3-c2ccccc2)cc1OC (configuration not stated)	2	0.44	19[fluorescence artefact?]	-6	0	-4	-8	-18[20 µM]	-21
COc1ccccc1OCC(=O)N1CCN(Cc2ccc3c(c2)OCO3)CC1	-8	0.54	-11	3	-1	-15	1	1	-5
O=C(/C=C/c1ccccc1)NCCc1cnc[nH]1	-3	1.4	1	15	1	-17	-6	-22	-1
CC(=O)C1C(=O)NC23CCCCC2C1c1ccccc1O3 (configuration not stated)	4	0.26	-7	-1	5	-15	-9	-14[20 µM]	6
CCOC(=O)C(O)(c1ccc(NC(=O)NC)cc1)C(F)(F)F (configuration not stated)	3	0.12	7	-3	-2	-7	-2	-15	-1
COc1ccc(CN2CCCC(C(=O)c3sccc3C)C2)cc1O (configuration not stated)	-3	0.29	-7	.	1	-1	4	-14	3
C=CCn1c(O)c(C(C)=NCCC2=CCCCC2)c(=O)[nH]c1=O	1	-0.23	2	-4	0	-10	-3	-23[20 µM]	6
CCCc1nc2ccccc2c(=O)n1-c1ccc(OC)cc1	-2	0.004	7[fluorescence artefact?]	1	3[fluorescence artefact?]	-19	-81	-18[20 µM]	-12
O=C1/C(=C/c2cccnc2)N2CCC1CC2	-9	0.49	-16	-16	2	-2	3	-16	-9
CC(C)(C)C(=O)OC[N+](C)(C)CCOC(=O)C(O)(c1ccccc1)C1CCCC1 (configuration not stated)	-5	0.83	-7	-6	0	-8	-4	-32	-5
CN1CCc2nc3sc(C#N)c(N)c3c(-c3cccs3)c2C1	8	.	-5	-3	-2	-12	-18	-4	-9
O=C1NC(=O)C(=Cc2ccc(Sc3ccccc3)o2)C(=O)N1	0	-2.5	2	-3	-2	-27	-1	-13	4
COC(=O)CCCCC1SCC(NC(=O)c2ccccc2)C1Cl (configuration not stated)	-8	0.68	9	-14	-3	53*	3	-25	-5
Cc1ccc(NP(=O)(Oc2ccccc2F)Oc2ccccc2F)cc1C	-6	0.037	-2	0	19	6	-7	-3	-6
COc1ccc(C(=O)C2(C)N(O)C(C)C(c3cccs3)=[N+]2[O-])cc1 (configuration not stated)	9	.	-7	-2	0	-12	-9	-14[20 µM]	-18
O=c1c2ccccc2ncn1-c1ccc([N+](=O)[O-])c(C(F)(F)F)c1	-14	-0.1	-23	-12	10	1	3	1	-18
CC(C)[C@@]1(NC(=O)[C@@H]2C=C3c4cccc5[nH]cc(c45)C[C@H]3N(C)C2)O[C@@]2(O)[C@@H]3CCCN3C(=O)[C@H](Cc3ccccc3)N2C1=O	-4	-0.029	2[fluorescence artefact?]	.	1	112*	17	-13	-17
O=c1[nH]c(=O)n(CCc2ccccc2)c(O)c1C=NCCN1CCNCC1	1	-0.27	6	.	1	5	-12	-15[20 µM]	5
CCCCn1c(NS(=O)(=O)c2ccccc2)c(C(=O)OCC)c2nc3ccccc3nc21	-6	-2.1	8	-13	6	21	-15	18	-32
C=CCn1c(O)c(C(C)=NCc2ccco2)c(=O)[nH]c1=O	-2	.	2	2	3	-4	-3	-11[20 µM]	-24
CCN(CC)P(c1n(C)cc[n+]1C)N(CC)CC	-1	-0.33	6	3	1	-29	-8	-19	4
Cc1cc(C)nc(-n2c(C)nc3cc(Cl)ccc3c2=O)c1	-9	-0.025	5	8	7[fluorescence artefact?]	-11	-2	-10[20 µM]	-3
C=CCn1c(O)c(C(CC)=Nc2ccc(N(CC)CC)cc2)c(=O)[nH]c1=O	-1	.	-4[fluorescence artefact?]	4	2[fluorescence artefact?]	-4	-15	-8	5
C=CCn1c(O)c(C=NC2CCN(Cc3ccccc3)CC2)c(=O)[nH]c1=O	1	0.0067	6	-3	1	-16	-7	-21	3
CCOc1ccc(N2C(=O)NC(=O)/C(=C/c3cnc(SC)nc3)C2=O)cc1	-1	-0.074	1	-4	-1	-13	-10	-11	-1
O=C1NC(=O)N(c2ccccc2)C(=O)/C1=C\c1ccc2c3c(cccc13)CC2	-11	0.78	37[fluorescence artefact?]	-9	11	-24	-34	-15	-14
N#CC1=C(N)Oc2c(c(=O)oc3ccccc23)C1c1cccnc1 (configuration not stated)	-5	-2.6	-9	-14	-3	-1	-2	-17	-3
O=C(NCc1ccccn1)c1ccccc1Cl	11	.	2[fluorescence artefact?]	3	-3	-7	-11	-11[20 µM]	61*
CN(C)C(=O)Oc1cccc2c(OC(=O)N(C)C)cccc12	0	0.081	-10	-1	-1	2	-6	-19[20 µM]	10
C=CCN1C(=O)NC(=O)/C(=C/c2cnc(SC)nc2)C1=O	-2	.	4	-3	5	-16	-3	-25[20 µM]	-3
Other structures
SMILES	thrombin 1536	Cl transport mod	14-3-3 Bad PPI	Rad51 HR inh	eIF4E-4G inh	EBV gp42 inh	p47phox inh	Furin inhibitor	KLK5 inh
CC/C(=C\C=C\[C@@H]1C=C[C@@H]2CCC[C@H]2[C@@H]1C(=O)c1ccc[nH]1)[C@@H]1O[C@@H]([C@@H](C)C(=O)O)CC[C@@H]1C	-1	3.4*	7	-8	-1	-1	-13	0[20 µM]	-4
COc1ccc(CC[n+]2cc(/N=C(\C)[O-])on2)cc1OC	4	0.27	11[fluorescence artefact?]	7	3[fluorescence artefact?]	-12	5	-10[20 µM]	-18
CCN1C(=O)/C(=C\c2ccc([N+](=O)[O-])s2)C(=O)NC1=S	10	0.0016	94*	12	24	1	-12	-30	-20
O=C(CNS(=O)(=O)c1cccs1)N1CCC2(CC1)OCCO2	3	0.079	-5	0	-1[fluorescence artefact?]	-9	-6	-19	-9
Cc1cc(C)cc(N2C(=O)NC(=O)/C(=C\c3cc(C)n(C)c3C)C2=O)c1	-8	1.1	-1	-23	-6	32	-103	-14	-4
Cc1ccc(-n2c(-c3cccs3)nc3ccccc3c2=O)cc1	2	-0.056	9	.	6[fluorescence artefact?]	14	-1	-9[20 µM]	6
Cc1ccccc1OCCCn1cc(C(=O)C(=O)N2CCOCC2)c2ccccc21	-5	-1.4	-2	-1	-2	4	-5	-6	-2
COc1cc2c(cc1OC)CC[N+](C)=C2	-6	1.5	12	-2	7	-25	6	-32	-5
O=C(c1cc2c(s1)-c1ccccc1OC2)N1CCC2(CC1)OCCO2	-13	-4.1*	4[fluorescence artefact?]	.	0	-10	-1	-106	-62
CCS(=O)(=O)N1CCC(C(=O)N2CCC3(CC2)OCCO3)CC1	1	0.82	-7	2	-5	-13	-8	-28	-14
